# Compound activity from PubChem BioAssay.
# Exocytosis inh – blocks lytic granule exocytosis | TALL-104 LAMP-1 surface exposure, flow cytometry; cells stimulated with thapsigargin and PMA | inhibition, % at 10 µM | 360,000 tested, 0.66% active | AID 651702;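 active = inhibition above about 55%, limit read from the data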
# MC4R barr agon – human MC4R agonism via beta-arrestin | P32245 | U2OS MC4R beta-arrestin complementation, luminescence; percent of melanotan II response, DMSO zero | activation, % at 8.9 µM | 360,000 tested, 0.98% active | AID 540308;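 active = activation above a per-plate cutoff, the mean activation of sample wells on that plate plus 3 SD, cut at about 8% in these data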
# Target sequence (P32245 whole entry, looked up): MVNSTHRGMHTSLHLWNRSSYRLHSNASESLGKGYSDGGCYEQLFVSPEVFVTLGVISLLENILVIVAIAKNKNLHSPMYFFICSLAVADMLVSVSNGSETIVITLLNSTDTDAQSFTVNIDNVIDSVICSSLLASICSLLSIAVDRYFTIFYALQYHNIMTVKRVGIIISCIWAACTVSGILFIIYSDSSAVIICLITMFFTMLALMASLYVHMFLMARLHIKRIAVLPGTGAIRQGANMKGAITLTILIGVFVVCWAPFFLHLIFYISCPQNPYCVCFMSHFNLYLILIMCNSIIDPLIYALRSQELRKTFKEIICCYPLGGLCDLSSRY
# m5-HT2A agonist – agonists of mouse serotonin 5-HT2A receptor (HTR2A); P35363; CHO-K1 mHTR2A beta-arrestin complementation, luminescence; percent of 30 µM serotonin response; activation, % at 7.6 µM; 360,000 tested, 0.66% active; AID 624169;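 active = activation above a run cutoff, the mean activation of all tested compounds plus 3 SD, cut at about 14% in these data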;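 also: 0% = plate median of compound wells and 100% = 30 µM serotonin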
# Cardio protect – modulators protecting cardiomyocytes from myocardial damage; protection from H2O2 cell death, % at 20 µM; 360,000 tested, 0.63% active; H9c2 cardiomyocytes, H2O2 injury protection, ATPLite, 2 h;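 active = compounds giving at least 50% protection of heart cells from peroxide-induced death in the single-dose screen, raw or plate-pattern-corrected value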;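 also: 0% = DMSO wells with peroxide and 100% = DMSO wells without peroxide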
# CaV13 FRET inh – Primary screen for inhibitors of IQ motif and Ca2+-dependent inactivation inhibitor domain binding in CACNA1D, Förster resonance energy transfer in living cells, …. HEK cells, CFP/YFP FRET ICDI-IQ, plate reader, 10 min; percent FRET-ratio fall versus neutral wells. inhibition, % at 12.3 µM. 340,000 tested, 0.098% active. AID 743397;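 active = mean replicate inhibition of at least 30% and at least 1% of replicates passing that level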;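 also: 0% = median of the neutral control wells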
# MC4R antagonist – human MC4R antagonism in cAMP assay | P32245 | MC4R-expressing cells, MTII-stimulated cAMP, LANCE TR-FRET | inhibition, % at 6.5 µM | 360,000 tested, 0.48% active;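 active = inhibition above its plate's cutoff, the mean of tested wells on that plate plus 3 SD, cut at about 29% in these data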;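 also: 0% = Melanotan II alone and 100% = Melanotan II plus saturating MCL0020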
#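 Assay system: human MC4R-expressing U2OS cells; reagent: Melanotan II stimulation of cells; dosing: 6.5 µM single dose; timing: compound 30 min, challenge 1 h, detection 1 h; signal: TR-FRET cAMP assay; replicates: one well per compound, no replicates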
# Glyco luc inh – blocks N-linked glycosylation in D54 reporter cells | D54 ERlucT glycosylation luciferase reporter, 24 h; percent of 100 nM tunicamycin response | reporter increase, % at 12.5 µM | 360,000 tested, 0.23% active;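 active = mean luciferase reporter signal, scaled so untreated is 0 and the glycosylation-blocking control 100, at or above a set limit in every replicate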;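 also: luciferase carries N-glycosylation sites so blocking glycosylation raises the light; 0% = median of neutral control wells and 100% = median of 100 nM tunicamycin wells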
# ABHD5-PLIN5 inh – inhibitors of human ABHD5-perilipin-5 interaction. 360,000 tested, 0.78% active. Q00G26+Q8WTS1. AID 602281. inhibition, % at 4 µM. Split G. princeps luciferase complementation, luminescence, 4 h;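 active = inhibition above the mean inhibition across every tested compound plus 3 SD, cut at about 22% in these data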;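 also: 0% = DMSO only wells and the 100% control is not disclosed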
# ABCB6 inh MLPCN – human ABCB6 transporter inhibition | fluorescence ratio to DMSO, % at 10 µM | 360,000 tested, 0.19% active | AID 602162 | K562-ABCB6 porphyrin accumulation, flow cytometry, 1 h; active compounds read low | Q9NP58;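 active = fluorescence ratio to DMSO below 75%, the collection mean minus 3 SD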;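 also: signal is porphyrin accumulated inside mitochondria; 100% equals median channel fluorescence of DMSO control wells; lower ratio means ABCB6 inhibition with less porphyrin fluorescence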
# PDI inh – PDI (human) enzyme inhibition. inhibition, % at 10 µM. P07237. 350,000 tested, 0.052% active. AID 588391. PDI insulin aggregation turbidity, A650, 90 min;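 active = mean inhibition across replicates of 30% or more, whatever share of single replicates reach that level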;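 also: absorbance from insulin aggregation driven by PDI reduction with DTT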
# Target sequence (P07237 whole entry, looked up): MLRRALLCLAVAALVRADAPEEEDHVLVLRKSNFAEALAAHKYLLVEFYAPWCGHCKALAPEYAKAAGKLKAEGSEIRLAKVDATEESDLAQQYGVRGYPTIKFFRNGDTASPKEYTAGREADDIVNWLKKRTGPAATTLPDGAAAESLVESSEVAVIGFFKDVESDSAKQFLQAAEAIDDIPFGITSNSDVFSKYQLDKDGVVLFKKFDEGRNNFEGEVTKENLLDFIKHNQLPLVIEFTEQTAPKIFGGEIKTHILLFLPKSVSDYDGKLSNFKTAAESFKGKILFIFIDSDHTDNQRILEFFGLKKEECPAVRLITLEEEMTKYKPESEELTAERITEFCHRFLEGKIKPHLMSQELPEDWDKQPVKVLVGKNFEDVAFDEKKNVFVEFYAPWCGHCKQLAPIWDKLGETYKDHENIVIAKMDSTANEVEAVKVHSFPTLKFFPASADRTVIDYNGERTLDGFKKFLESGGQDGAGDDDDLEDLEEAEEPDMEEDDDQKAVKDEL
# Starred values were filed as active, the others as inactive; . = no result given. The order is random. Share with any hit: about 4.2%.
1) O=C(CCc1nc(-c2ccccc2F)no1)NC1CCN(Cc2ccccc2)CC1
2) CC1CN(C(=O)c2cccc(C(=O)N3CC(C)OC(C)C3)c2)CC(C)O1 (stereo unspecified)
3) O=C(NCCCN1CCOCC1)C(=O)NCc1ccc(Cl)cc1
4) COC(=O)C1=C(C(=O)OC)[C@@H]2N(C)c3ccccc3[C@@]23C[C@@H](CO)N(C(=O)C2CCC2)C3=N1
5) CCn1cc(C(=O)OCC(=O)Nc2cccc(S(=O)(=O)N3CCOCC3)c2)c(=O)c2ccc(C)nc21
6) Cc1ccc(NC(=O)CCN2C(=O)c3ccccc3Sc3ncccc32)cc1
7) O=C(CSc1nc(-c2ccccc2)ns1)NCC1CCCO1 (stereo unspecified)
8) O=C(c1ccncc1)N1CCN(S(=O)(=O)c2cccc(C(F)(F)F)c2)CC1
compound no.,1,2,3,4,5,6,7,8
Exocytosis inh,15.4,5.0,-0.6,8.6,0.1,5.5,-2.8,-8.1
MC4R barr agon,1.2,0.1,-2.1,-0.5,0.3,0.1,2.1,-1.6
m5-HT2A agonist,-6.0,-0.2,2.6,1.1,-3.7,3.3,2.0,1.8
Cardio protect,-8.4,5.6,-3.3,9.4,5.1,0.3,-0.9,6.3
CaV13 FRET inh,-0.7,-5.3,-2.8,-5.9,-6.4,-3.2,-2.2,-3.5
MC4R antagonist,5.5,-3.0,-0.5,11.7,6.5,10.3,1.8,-8.1
Glyco luc inh,-4.3,1.4,-1.8,0.0,3.6,-1.0,-0.3,-1.1
ABHD5-PLIN5 inh,1.9,-0.2,2.2,3.9,11.0,9.2,7.9,0.6
ABCB6 inh MLPCN,98.0,108.0,98.0,104.0,94.0,105.0,99.0,102.0
PDI inh,6.3,0.8,6.1,3.6,5.3,-7.3,-10.7,-6.3

9) CSc1ccc(C#N)cc1NC(=O)c1ccc(Cl)cc1Cl
10) CCN1CCC(O)(/C=C/c2ccc(C(C)C)cc2)C(C(=O)/C=C/c2ccc(C(C)C)cc2)C1 (stereo unspecified)
11) CCOC(=O)[C@]12CCCC=C1N(CCc1ccc(OC)c(OC)c1)C(=O)[C@H](CC(=O)N1CCCCC1)C2
12) CC(=O)c1cc(-c2ccccc2)n(CCC(=O)NC(C)(C)C)c1C
13) COc1ccc2cc(CCNS(=O)(=O)c3c(C)cc(C)cc3C)c(=O)[nH]c2c1
14) Cc1cc(C)cc(NC(=O)CSc2nc3c(oc4ccccc43)c(=O)n2-c2ccccc2)c1
15) Cc1ccccc1-n1c(-c2ccoc2C)n[nH]c1=S
16) O=C(CCC(=O)N1CCN(S(=O)(=O)c2ccc3ccccc3c2)CC1)Nc1cc(Cl)cc(Cl)c1
compound no.,9,10,11,12,13,14,15,16
Exocytosis inh,-1.7,14.9,-8.1,-5.9,8.9,0.2,-4.8,-1.5
MC4R barr agon,-0.6,11.7*,.,-1.3,2.0,-0.3,-2.5,0.4
m5-HT2A agonist,-0.4,-9.3,-1.6,0.9,-12.9,3.5,0.9,10.7
Cardio protect,9.5,-19.3,.,5.7,-4.0,6.6,6.1,-9.9
CaV13 FRET inh,.,-5.9,-16.0,.,-2.3,-15.0,-3.1,-5.8
MC4R antagonist,10.1,4.0,.,13.8,6.5,8.1,8.1,19.9
Glyco luc inh,2.3,-6.3,.,0.8,-0.7,1.1,-1.1,8.9
ABHD5-PLIN5 inh,-4.9,66.8*,12.9,1.9,11.2,-6.3,-2.6,17.7
ABCB6 inh MLPCN,97.0,90.0,.,103.0,103.0,100.0,85.0,94.0
PDI inh,-0.2,25.9,.,13.7,0.9,2.1,18.4,-4.3

# Ordered by heavy-atom count (falling): eight of the compounds above
11) CCOC(=O)[C@]12CCCC=C1N(CCc1ccc(OC)c(OC)c1)C(=O)[C@H](CC(=O)N1CCCCC1)C2
16) O=C(CCC(=O)N1CCN(S(=O)(=O)c2ccc3ccccc3c2)CC1)Nc1cc(Cl)cc(Cl)c1
14) Cc1cc(C)cc(NC(=O)CSc2nc3c(oc4ccccc43)c(=O)n2-c2ccccc2)c1
6) Cc1ccc(NC(=O)CCN2C(=O)c3ccccc3Sc3ncccc32)cc1
12) CC(=O)c1cc(-c2ccccc2)n(CCC(=O)NC(C)(C)C)c1C
7) O=C(CSc1nc(-c2ccccc2)ns1)NCC1CCCO1 (stereo unspecified)
9) CSc1ccc(C#N)cc1NC(=O)c1ccc(Cl)cc1Cl
15) Cc1ccccc1-n1c(-c2ccoc2C)n[nH]c1=S
compound no.,11,16,14,6,12,7,9,15
Exocytosis inh,-8.1,-1.5,0.2,5.5,-5.9,-2.8,-1.7,-4.8
MC4R barr agon,.,0.4,-0.3,0.1,-1.3,2.1,-0.6,-2.5
m5-HT2A agonist,-1.6,10.7,3.5,3.3,0.9,2.0,-0.4,0.9
Cardio protect,.,-9.9,6.6,0.3,5.7,-0.9,9.5,6.1
CaV13 FRET inh,-16.0,-5.8,-15.0,-3.2,.,-2.2,.,-3.1
MC4R antagonist,.,19.9,8.1,10.3,13.8,1.8,10.1,8.1
Glyco luc inh,.,8.9,1.1,-1.0,0.8,-0.3,2.3,-1.1
ABHD5-PLIN5 inh,12.9,17.7,-6.3,9.2,1.9,7.9,-4.9,-2.6
ABCB6 inh MLPCN,.,94.0,100.0,105.0,103.0,99.0,97.0,85.0
PDI inh,.,-4.3,2.1,-7.3,13.7,-10.7,-0.2,18.4

# (continued)
17) C/C(=N/NC(=O)c1cccc(Br)c1)C1CC2CCC1C2 (stereo unspecified)
18) CCC(NC(=O)NCc1ccc2c(c1)OCO2)(C(F)(F)F)C(F)(F)F
19) COc1ccccc1NC(=O)C(C)OC(=O)C1CC(=O)N(Cc2ccco2)C1 (stereo unspecified)
20) COc1ccc(OC)c(NC(=O)CNC(=O)c2ccc([N+](=O)[O-])cc2)c1
21) CN(C(=O)c1ccc(NC(=O)Cc2ccc(NC(=O)C3CCCN(S(=O)(=O)c4cccc([N+](=O)[O-])c4)C3)cc2)cc1)C1CCCC1 (stereo unspecified)
22) CCOC(=O)C(C(=O)OCC)C(C(=O)OCC)N1CCOCC1 (stereo unspecified)
23) Cc1c(NC(=O)Nc2c(Cl)cccc2Cl)c(=O)n(-c2ccccc2)n1C
24) CCN(CC(=O)N1CCN(Cc2ccccc2)CC1)S(=O)(=O)c1ccc(C)cc1
compound no.,17,18,19,20,21,22,23,24
Exocytosis inh,-0.1,3.7,3.6,-0.2,-1.1,87.5*,-5.1,2.6
MC4R barr agon,1.2,3.2,-0.6,-0.2,0.6,1.5,-0.7,-2.8
m5-HT2A agonist,-6.2,3.4,-1.5,-3.0,-1.1,-1.9,2.9,-7.8
Cardio protect,1.5,4.7,10.0,-3.0,-6.5,-36.6,-3.4,-3.5
CaV13 FRET inh,.,-4.5,-11.9,-14.6,-9.3,.,-4.6,-2.7
MC4R antagonist,14.4,6.7,-3.8,10.0,7.2,9.5,20.2,-4.5
Glyco luc inh,1.9,0.7,1.6,0.7,-1.8,3.8,-0.1,0.5
ABHD5-PLIN5 inh,-8.3,-5.8,3.6,1.0,1.3,0.5,-5.5,-6.0
ABCB6 inh MLPCN,102.0,105.0,94.0,98.0,97.0,91.0,95.0,99.0
PDI inh,-2.2,1.6,-1.9,2.7,-3.3,-3.2,-5.2,13.3

25) O=C1C(=Cc2ccco2)C(=O)c2ccccc21
26) Cc1cc(C)c2sc(N(CCN(C)C)C(=O)c3ccc4ccccc4c3)nc2c1
27) CN(Cc1ccccc1)c1nccn2ccnc12
28) O=C(CCCc1ccccc1)NCCS(=O)(=O)N1CCN(c2ccccc2)CC1
29) CCc1ccc(NC(=O)C2CCN(S(=O)(=O)c3ccc4c(c3)NC(=O)CO4)CC2)cc1
30) O=C(Nc1cccc(S(=O)(=O)N2CCCCC2)c1)c1c2c(nc3ccccc13)CCN(Cc1ccccc1)C2
31) COc1ccc(NC(=O)Cn2ccc(C(F)(F)F)n2)cc1S(=O)(=O)N1CCOCC1
32) NC(Cc1ccc(F)cc1)c1csc(Nc2ccc(C(F)(F)F)cn2)n1 (stereo unspecified)
compound no.,25,26,27,28,29,30,31,32
Exocytosis inh,-2.9,13.6,4.2,-31.1,21.9,-1.0,2.9,-1.4
MC4R barr agon,-1.1,-2.6,2.0,1.8,1.3,-1.4,-1.8,2.7
m5-HT2A agonist,0.2,-7.6,2.2,-3.0,-0.7,-0.6,-2.2,-4.7
Cardio protect,13.3,10.3,-5.8,-2.8,2.7,9.1,0.0,-27.7
CaV13 FRET inh,-7.9,-2.6,-5.0,-5.0,-1.9,-2.9,-6.0,-5.0
MC4R antagonist,0.5,2.0,0.2,4.2,-5.3,5.7,-0.3,5.8
Glyco luc inh,-1.1,0.4,-0.7,-7.4,-1.6,-4.8,4.8,-1.6
ABHD5-PLIN5 inh,2.8,1.9,4.9,9.2,3.6,12.4,-1.3,-6.2
ABCB6 inh MLPCN,102.0,100.0,99.0,116.0,92.0,107.0,99.0,97.0
PDI inh,-0.7,6.0,9.6,-0.1,2.1,-2.8,5.8,-34.8

33) Cc1ccc(-c2noc(CCC(=O)NCC3CCCO3)n2)cc1 (stereo unspecified)
34) Cc1ccc(C)c(/C=C(\C(=O)O)c2ccc(S(=O)(=O)N3CCCCC3)s2)c1
35) O=C(/C=C/c1ccc(Br)cc1)c1ccc(NC2=NCCCS2)cc1
36) O=C(Cn1c(=O)[nH]c2ccccc2c1=O)Nc1ccc2c(c1)OCO2
37) CCN(CC(=O)Nc1c(F)cccc1F)C(=O)CCOc1ccccc1
38) CCOC(=O)c1sc(NC(=O)CSc2nnc(C(C)C)n2CC)nc1C
39) CCOc1ccccc1C1C(C#N)=C(N)Oc2cc(C)n(C)c(=O)c21 (stereo unspecified)
40) O=C(Cc1nc2ccccc2[nH]c1=O)c1ccccc1
compound no.,33,34,35,36,37,38,39,40
Exocytosis inh,2.0,-4.5,17.0,-0.3,-8.0,-1.5,-1.1,16.5
MC4R barr agon,-0.3,-0.9,-6.6,-3.5,-0.4,-0.1,-0.8,-1.8
m5-HT2A agonist,-2.5,5.4,-9.0,4.5,0.2,-3.1,1.9,-1.2
Cardio protect,-0.2,-3.2,-14.1,-0.7,2.6,-6.6,-5.2,-15.4
CaV13 FRET inh,-8.4,-1.9,-21.0,-15.2,-5.7,-4.8,-7.2,57.9*
MC4R antagonist,12.2,2.7,-1.8,-0.2,0.5,7.1,-1.3,-12.8
Glyco luc inh,1.5,-0.7,14.5,2.1,-0.8,-1.8,1.8,-0.7
ABHD5-PLIN5 inh,4.4,-5.2,88.6*,-0.6,2.6,-2.9,0.9,1.3
ABCB6 inh MLPCN,89.0,103.0,94.0,94.0,102.0,148.0,104.0,447.0
PDI inh,8.2,-2.4,28.4,-21.7,-0.9,-4.4,6.6,3.0
